NPYLR7 ag: mosquito NPYLR7 agonism | HEK293T NPYLR7/Galpha15, GCaMP6s calcium fluorescence | 0.15% of 270,000 active | AID 1259423 | activation, % at 10 µM; in the data active means activation above about 40%;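 further: 0% = vehicle and 100% = reference agonist at the receptor; some compounds past the cut are filed as inactive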
hcGAS lum: human cGAS inhibition | Q8N884 | recombinant h-cGAS, ATP depletion, Kinase-Glo luminescence | inhibition, % at 12.5 µM | 0.081% of 290,000 active;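 further: 0% = vehicle reaction and 100% = reaction without DNA for no activity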
Target sequence (Q8N884 whole entry, looked up): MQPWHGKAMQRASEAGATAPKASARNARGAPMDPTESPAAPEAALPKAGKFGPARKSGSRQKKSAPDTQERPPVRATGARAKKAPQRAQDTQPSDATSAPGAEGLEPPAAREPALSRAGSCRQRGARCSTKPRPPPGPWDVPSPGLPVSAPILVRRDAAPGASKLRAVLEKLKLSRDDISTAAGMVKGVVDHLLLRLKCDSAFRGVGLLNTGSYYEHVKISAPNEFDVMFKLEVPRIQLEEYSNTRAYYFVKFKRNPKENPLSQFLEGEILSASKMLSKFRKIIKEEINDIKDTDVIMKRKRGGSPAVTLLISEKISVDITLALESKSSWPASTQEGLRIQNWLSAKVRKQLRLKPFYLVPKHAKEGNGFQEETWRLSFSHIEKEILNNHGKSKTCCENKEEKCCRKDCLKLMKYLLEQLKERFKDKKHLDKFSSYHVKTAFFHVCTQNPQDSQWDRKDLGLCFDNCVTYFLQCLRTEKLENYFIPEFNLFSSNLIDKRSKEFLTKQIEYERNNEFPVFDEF
mcGAS inh: mouse cGAS inhibition by luminescence | Q8C6L5 | recombinant cGAS, Kinase-Glo ATP depletion luminescence | inhibition, % at 12.5 µM | 0.15% of 160,000 active | AID 1259399;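 further: 0% = negative control wells and 100% = reference inhibitor with no enzyme activity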
Starred values were filed as active, the others as inactive; · = no result given; & = joins results of further samples. Unless noted, no stated cut-off is given here; in the data, active means inhibition above about 40%; inactive means the rest. Compounds were not picked by outcome; 0.29% or so of the library scored in one or more.

[1] O=C(Cn1nc2n(c(=O)c1=O)CCN2c1ccc(F)cc1)N1CCOCC1
[2] CC(C)CNC(=O)CN1C(=O)C(=O)N(CCC2=CCCCC2)C1=O
[3] Cc1ccc(-c2ccc(=O)n(CC#N)n2)cc1
[4] O=C(c1cncc(N2CCOC(C(F)(F)F)C2)n1)N1CCCC1 (configuration not stated)
[5] CNC(=O)c1ccc(CN2CCOC(c3ccc4cc(OC)ccc4c3)C2)o1 (configuration not stated)
[6] CC(C)c1cc(C(=O)N2CC[C@@H](c3ccc4c(c3)OCO4)[C@H](O)C2)n[nH]1
[7] Cc1ccc(-c2nnc(NCCCN3CCOCC3)c3ccccc23)cc1C
[8] COC(=O)c1ccc(CSc2nc3ccccc3c(=O)n2C2CC2)cc1
[9] CSCc1nc2ccccc2n1CC(=O)Nc1ccc(-n2cnnn2)cc1
[10] Cn1nc(-c2ccc(C(C)(C)C)cc2)cc1C(=O)O
screen / no.	1	2	3	4	5	6	7	8	9	10
NPYLR7 ag	-4	6	7	8	6	-3	-3	2	2	28
hcGAS lum	0	-8	-10	-4	-3	-3	6	-6	-7	-5
mcGAS inh	·	·	·	-10	-15	·	·	-5	·	·

[11] COc1ccc(OC)c(NC2=NS(=O)(=O)c3cc([N+](=O)[O-])ccc32)c1
[12] COc1ccc(OC)c(NC(=O)C2(C)CCN2Cc2ccc(OC(F)(F)F)cc2)c1 (configuration not stated)
[13] Cc1c(NC(=O)C(C)OC(=O)c2cccc(Oc3ccccc3)c2)c(=O)n(-c2ccccc2)n1C (configuration not stated)
[14] NC(=O)c1cccc(CC2CCN(C(=O)c3ccc4c(c3)OCO4)C2)c1 (configuration not stated)
[15] O=C(Cn1nc([N+](=O)[O-])nc1Br)NCc1ccco1
[16] Cc1cc(C)n(-c2nc3c(c(=O)n2CC(=O)Nc2ccc(C(N)=O)cc2)CCCC3)n1
[17] Cc1cccc(C2c3[nH]c4ccccc4c3CCN2C(=O)c2cc(CC(C)C)nc(C)n2)n1 (configuration not stated)
[18] Cc1ccc(SCC2=NN(c3nc4ccccc4s3)C(=O)/C2=C/c2ccc(N(C)C)cc2)cc1
[19] COC(=O)C(C)n1c(=O)c2c(nc3n(-c4cc(C)cc(C)c4)c(C)cn23)n(C)c1=O (configuration not stated)
[20] c1ccc(CSc2nnc3c(n2)OC(c2ccncc2)Nc2ccccc2-3)cc1 (configuration not stated)
screen / no.	11	12	13	14	15	16	17	18	19	20
NPYLR7 ag	15	-2	1	5	1	·	12&-4	3	7	5
hcGAS lum	-4	-6	-4	-1	-1	0	-7&4	-6	0	-3
mcGAS inh	-3	-3	-7	·	-3	-6	-10&0	-4	-7	-3

Excerpt, nos. 11 to 12
[11] COc1ccc(OC)c(NC2=NS(=O)(=O)c3cc([N+](=O)[O-])ccc32)c1
[12] COc1ccc(OC)c(NC(=O)C2(C)CCN2Cc2ccc(OC(F)(F)F)cc2)c1 (configuration not stated)
screen / no.	11	12
NPYLR7 ag	15	-2
hcGAS lum	-4	-6
mcGAS inh	-3	-3

The results go on:
[21] COc1ccc(-n2nc(C)c(-c3ccccc3)c2NC(=O)CN(C(=O)Nc2ccc(C)c(Cl)c2)C(C)C)cc1
[22] O=C(NNC(=O)c1ccoc1)c1ccc(S(=O)(=O)N2CCCC2)cc1
[23] COc1ccc(S(=O)(=O)N2CCN(C(=O)c3cc4ccsc4n3CCCc3ccccc3)CC2C)cc1 (configuration not stated)
[24] CCOc1cn(C)c(C(=O)Nc2ccccc2SC)cc1=O
[25] COc1ccccc1/C=C/C(=O)NCC(=O)N=Nc1c(O)n(Cc2ccccc2)c2ccccc12
[26] CN(C)C1CCCN(C(=O)CSc2cn(C)c3ccccc23)CC1 (configuration not stated)
[27] O=C(NC(=S)NC1CCSC1=O)c1ccccc1 (configuration not stated)
[28] CC(NC(=O)C1CN(Cc2ccccc2)CCO1)c1cccnc1 (configuration not stated)
[29] Cc1ccc2nc(-c3cccc(Oc4ccc([N+](=O)[O-])cc4)c3)oc(=O)c2c1
[30] CC(C)(C)c1ccc(S(=O)(=O)NC(=O)C2(C)CCN2C(=O)Cc2cccs2)cc1 (configuration not stated)
screen / no.	21	22	23	24	25	26	27	28	29	30
NPYLR7 ag	-3	13	·	5	5	1	1	3	-5	3
hcGAS lum	-13	-6	4	-3	-2	-5	-8	-6	3	-2
mcGAS inh	-6	·	1	·	·	·	·	-6	1	·

[31] O=C(c1ccccc1OC1CCN(CC2CCOC2)CC1)N1CCCCC1 (configuration not stated)
[32] COC(=O)C1CC2(CCN(C(=O)c3coc4c3C(=O)CCC4)CC2)c2ccccc21 (configuration not stated)
[33] O=C(CSc1nc2c(cnn2Cc2ccccc2)c(=O)[nH]1)NCc1ccc2c(c1)OCO2
[34] CC(Cc1ccsc1)Nc1ccnc(C(=O)NC2CC2)c1 (configuration not stated)
[35] CCC(O)CN(CCOC)Cc1ccc(OC)cc1 (configuration not stated)
[36] COc1ccccc1CCC(=O)Nc1ccc2c(c1)CN(C(=O)Cc1ccn(C)c1)CC2
[37] COC(=O)c1sc2nc(C3CC3)[nH]c(=O)c2c1CC(=O)O
[38] CCN(CC)CCN(C)C1CCN(CC)CC1
[39] COC(=O)N1CCc2cc(NC(=O)c3ccc(C(F)(F)F)cc3)ccc21
[40] CS(=O)(=O)NN1C(=O)c2ccccc2NC12CCCC2
screen / no.	31	32	33	34	35	36	37	38	39	40
NPYLR7 ag	1	0	-2	1	25	32	1&22	-9	5	-1
hcGAS lum	3	7	-8	-7	-6	-7&-5	7&-4	-6	-6	-6
mcGAS inh	·	·	·	·	-6	-9	·	-7	·	-3

[41] O=C(NCC1(c2ccccc2)CC1)N1CCC(N2CCCCC2)CC1
[42] O=C(c1c(F)cccc1Cl)N1CCC(c2nc(-c3ccc(F)c(F)c3)no2)CC1
[43] O=C(c1ccccc1-c1ncc[nH]1)N1CCCC(N2CCN(c3cccc(Cl)c3)CC2)C1 (configuration not stated)
[44] COc1ccc(CCN(C)S(=O)(=O)c2ccc(OC)c(N3CCN(S(=O)(=O)c4cccc(F)c4)CC3)c2)cc1OC
[45] Cc1nc(Nc2cc(F)ccc2F)c2c3c(sc2n1)CCC3
[46] Cc1ccc(C=C(C#N)C(=O)Nc2ccccc2Cl)s1
[47] CCSc1nnc(NC(=O)CN2C[C@H](O)[C@@H](N3CCCC3)C2)s1
[48] COc1cccc2sc(N(Cc3cccnc3)C(=O)C3COc4ccccc4O3)nc12 (configuration not stated)
[49] CCOc1cc(CC#N)cc(Cl)c1OCC(F)(F)F
[50] CC1CN(C(=O)NCCNc2ncc(Cl)cc2Cl)CCO1 (configuration not stated)
screen / no.	41	42	43	44	45	46	47	48	49	50
NPYLR7 ag	1	-5	2&3	29	17	4	0	-5	9	0
hcGAS lum	-8	-6	-11&1	-2	-10	-5	-7	-5	-2	0
mcGAS inh	·	-7	·	-6	·	-5	·	-8	·	·

[51] C[C@H](CCC(=O)NC(C)(C)Cc1c[nH]c2ccccc12)[C@H]1CC[C@H]2[C@@H]3C(=O)C[C@@H]4CC(=O)CC[C@]4(C)[C@H]3CC(=O)[C@]12C
[52] CNC(=O)c1ccc(S(=O)(=O)N2c3ccccc3CC2C)cc1 (configuration not stated)
[53] Cc1nc(CSc2ccc(-c3cccc([N+](=O)[O-])c3)nn2)cs1
[54] Cc1ccc(Cn2c(C(=O)N3CCN(C(=O)c4ccco4)C(C)C3)cc3ccoc32)cc1 (configuration not stated)
[55] Cc1cccc(-n2c(C3C4CCCCC43)n[nH]c2=S)c1 (configuration not stated)
[56] O=C(CSc1nnc2sc3ccccc3n12)Nc1ccccc1Cl
[57] COCCN(CC(=O)N(CCc1ccc(OC)c(OC)c1)Cc1cccs1)C(=O)Nc1c(C(C)C)cccc1C(C)C
[58] Cc1cc(C)c(C)c(S(=O)(=O)NCCCOCC2CC2)c1C
[59] OC(/C(=C/c1ccccc1)c1ccccc1)c1ccccc1 (configuration not stated)
[60] c1ccc(Nc2nc(-c3ccco3)nc3ccccc23)cc1
screen / no.	51	52	53	54	55	56	57	58	59	60
NPYLR7 ag	-3	3	6	-2	-6	-3	2	15	-6	-2
hcGAS lum	-3	-3	-6	1	-9	-2	-7	-11	7	-6
mcGAS inh	-3	·	-5	-4	-3	-3	-4	-6	·	-5

[61] OCc1ccccc1-n1ncc2cccnc21
[62] Cc1nc(-c2ccc(C(=O)N(C3CC3)C(C)c3ccccn3)cc2)n[nH]1 (configuration not stated)
[63] CS(=O)(=O)c1ccccc1C(=O)N1CCCCC1C(=O)O (configuration not stated)
[64] O=C1N(Cc2ccccn2)C(=O)C2(CCN(Cc3ccc4ncccc4c3)CC2)N1Cc1ccccc1
[65] Cn1c(=O)c(C#N)cc2c(=O)n3ccccc3nc21
[66] COc1ncccc1-c1cc(N)nc(N2CCCC2)n1
[67] CCOC1=NN(c2ccc([N+](=O)[O-])cc2)C(=O)/C1=C\c1cccs1
[68] CCOCCCn1c(SC(C)C(=O)N2CCCc3ccccc32)nc2sc(C)c(C)c2c1=O (configuration not stated)
[69] C=CCNC(=O)c1c(NC(=O)c2ccccc2OC)sc2c1CCCC2
[70] Cc1noc(C)c1CNC(C)COc1ccc2ccc(=O)oc2c1 (configuration not stated)
screen / no.	61	62	63	64	65	66	67	68	69	70
NPYLR7 ag	20	9	4	7	5	12	6	8	2	-3
hcGAS lum	0	-12	-4	1	-4	-8	-11	-1	-8	-2
mcGAS inh	·	·	·	-14	-3	·	-3	-5	-8	-2

[71] CC(C)(C)C(=O)Nc1ccnn1C1CCN(C(=O)CCN2Cc3ccccc3C2=O)CC1
[72] COc1ccc(C(=O)Oc2cccc(NC3=NS(=O)(=O)c4ccccc43)c2)c(OC)c1
[73] COc1cc(OC)cc(C(=O)N2CCC3(CC2)SCCN3C(=O)c2ccc(Cl)c(Cl)c2)c1
[74] CCCc1n[nH]c2c1C(=O)C(C(=O)OC)C(C)(C)C2 (configuration not stated)
[75] O=C(CNC(=O)C(=O)NC1CCCC1)Nc1ccc(F)cc1Cl
[76] CCc1c(C)cc(C(=O)N2CCc3[nH]nc(-c4ccccc4)c3C2)c(=O)n1C
[77] Cc1ccccc1CN1CCN(Cc2ccc(C(N)=O)cc2)CC1
[78] CN(CC(C)(CO)CO)c1ccnc(C(C)(C)C)n1
[79] Cc1nc(Cc2noc(C3CC3c3ccccc3C)n2)no1 (configuration not stated)
[80] CCc1c(C)sc2nc(-c3ccc4c(c3)OCO4)[nH]c(=O)c12
screen / no.	71	72	73	74	75	76	77	78	79	80
NPYLR7 ag	3	-7	10	-1	1	12	-12	5	5	11&0
hcGAS lum	-5	-1	3	-10	-6	-5	-6	-11	-5	-11&-3
mcGAS inh	·	-5	-3	-8	·	·	·	-15	·	·

[81] CC(C)NC(=O)c1ccccc1NC(=O)CO/N=C/c1ccc(Br)cc1
[82] CCC1(C)OC(=O)N(CCOC23CC4CC(CC(C4)C2)C3)C1(C)O (configuration not stated)
[83] CN1CCCN(CC(=O)N2CCN(CC3CCCO3)CC2)CC1 (configuration not stated)
[84] CC(C)(C)n1nc2c(c1NC(=O)Nc1cccc(Cl)c1)CSC2
screen / no.	81	82	83	84
NPYLR7 ag	-3	·	6	-1
hcGAS lum	-6	-7	-5	-3
mcGAS inh	·	-5	·	-9

Structural class: the compounds so far containing an NH in an aromatic ring (11)
[6] CC(C)c1cc(C(=O)N2CC[C@@H](c3ccc4c(c3)OCO4)[C@H](O)C2)n[nH]1
[17] Cc1cccc(C2c3[nH]c4ccccc4c3CCN2C(=O)c2cc(CC(C)C)nc(C)n2)n1 (configuration not stated)
[33] O=C(CSc1nc2c(cnn2Cc2ccccc2)c(=O)[nH]1)NCc1ccc2c(c1)OCO2
[37] COC(=O)c1sc2nc(C3CC3)[nH]c(=O)c2c1CC(=O)O
[43] O=C(c1ccccc1-c1ncc[nH]1)N1CCCC(N2CCN(c3cccc(Cl)c3)CC2)C1 (configuration not stated)
[51] C[C@H](CCC(=O)NC(C)(C)Cc1c[nH]c2ccccc12)[C@H]1CC[C@H]2[C@@H]3C(=O)C[C@@H]4CC(=O)CC[C@]4(C)[C@H]3CC(=O)[C@]12C
[55] Cc1cccc(-n2c(C3C4CCCCC43)n[nH]c2=S)c1 (configuration not stated)
[62] Cc1nc(-c2ccc(C(=O)N(C3CC3)C(C)c3ccccn3)cc2)n[nH]1 (configuration not stated)
[74] CCCc1n[nH]c2c1C(=O)C(C(=O)OC)C(C)(C)C2 (configuration not stated)
[76] CCc1c(C)cc(C(=O)N2CCc3[nH]nc(-c4ccccc4)c3C2)c(=O)n1C
[80] CCc1c(C)sc2nc(-c3ccc4c(c3)OCO4)[nH]c(=O)c12
screen / no.	6	17	33	37	43	51	55	62	74	76	80
NPYLR7 ag	-3	12&-4	-2	1&22	2&3	-3	-6	9	-1	12	11&0
hcGAS lum	-3	-7&4	-8	7&-4	-11&1	-3	-9	-12	-10	-5	-11&-3
mcGAS inh	·	-10&0	·	·	·	-3	-3	·	-8	·	·

Source: PubChem BioAssay (Fisher Drug Discovery Resource Center)
